Bioassay records (PubChem BioAssay)
TAAR1 agonist – human TAAR1 agonists, primary screen, Fluo-8 calcium fluorescence, CHO RD-HGA16 cells; Trace amine-associated receptor 1 (Homo sapiens), Q96RJ0; vehicle wells 0%, saturating PEA agonist 100%; activation, % at 3 µM; hit rate 0.99% among 360,000;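 active = activation above the mean activation of all test compounds in the run plus 3 SD, cut at about 38% in these data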
Target sequence (Q96RJ0 whole entry, looked up): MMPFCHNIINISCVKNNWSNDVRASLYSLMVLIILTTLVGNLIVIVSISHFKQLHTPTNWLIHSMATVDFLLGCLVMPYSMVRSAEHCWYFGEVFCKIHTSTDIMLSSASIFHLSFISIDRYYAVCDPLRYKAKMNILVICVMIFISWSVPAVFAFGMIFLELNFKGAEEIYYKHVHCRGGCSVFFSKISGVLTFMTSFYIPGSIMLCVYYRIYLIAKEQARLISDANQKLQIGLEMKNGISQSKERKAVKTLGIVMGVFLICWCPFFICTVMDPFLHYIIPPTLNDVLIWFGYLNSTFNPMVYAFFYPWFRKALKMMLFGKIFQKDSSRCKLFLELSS
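Test system: RD-HGA16 (CHO) cells co-expressing Gα16 and hTAAR1; dosing: one-point dosing at 3 µM (nominal); timing: 17-24 h seeding, 75 min 37 °C dye, 30 min RT; signal: kinetic Fluo-8 calcium fluorescence; read-out basis: % activation relative to PEA EC100 response; controls: DMSO and PEA EC100; replicates: n 1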
CHRM1 antagonist – human M1 muscarinic receptor antagonists, primary screen, CHO-K1 cells, Fluo-8 calcium fluorescence, 1536-well. Muscarinic acetylcholine receptor M1 (Homo sapiens), P11229. CHO-K1 hM1, ACh EC80 antagonist. inhibition, % at 3 µM. hit rate 1.3% among 360,000;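 active = percent inhibition above its own plate's cutoff, namely the mean of that plate's compound wells plus 3 SD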;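 also: peak over basal fluorescence ratio during 140 s after agonist addition; 0% = ACh EC80 plus DMSO and 100% = DMSO alone without agonist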
M1 ag – human M1 muscarinic receptor agonists, primary screen, Fluo-8 calcium fluorescence, CHO-K1 cells, HTS | hit rate 0.33% among 360,000 | CHO-K1 hM1, agonist mode; 0% DMSO, 100% acetylcholine EC100 | Muscarinic acetylcholine receptor M1 (Homo sapiens), P11229 | activation, % at 3 µM | AID 588814, 2011;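 active = activation above the run's mean compound activation plus 3 SD, cut at about 16% in these data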;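 also: peak over basal fluorescence ratio within a 140 s kinetic read after compound addition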
CHRM4 agonist – human M4 muscarinic receptor agonists, primary screen, CHO-K1 cells, Fluo-8 calcium fluorescence | Muscarinic acetylcholine receptor M4 (Homo sapiens), P08173 | CHO-K1 hM4/Gqi5; vehicle 0%, full acetylcholine response 100% | activation, % at 3 µM | hit rate 0.14% among 360,000;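 active = activation above the run mean over all test wells plus 3 SD, cut at about 32% in these data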;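 also: peak over basal fluorescence ratio per well then scaled between controls; 0% = DMSO wells and 100% = acetylcholine at EC100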
Target sequence (P08173 whole entry, looked up): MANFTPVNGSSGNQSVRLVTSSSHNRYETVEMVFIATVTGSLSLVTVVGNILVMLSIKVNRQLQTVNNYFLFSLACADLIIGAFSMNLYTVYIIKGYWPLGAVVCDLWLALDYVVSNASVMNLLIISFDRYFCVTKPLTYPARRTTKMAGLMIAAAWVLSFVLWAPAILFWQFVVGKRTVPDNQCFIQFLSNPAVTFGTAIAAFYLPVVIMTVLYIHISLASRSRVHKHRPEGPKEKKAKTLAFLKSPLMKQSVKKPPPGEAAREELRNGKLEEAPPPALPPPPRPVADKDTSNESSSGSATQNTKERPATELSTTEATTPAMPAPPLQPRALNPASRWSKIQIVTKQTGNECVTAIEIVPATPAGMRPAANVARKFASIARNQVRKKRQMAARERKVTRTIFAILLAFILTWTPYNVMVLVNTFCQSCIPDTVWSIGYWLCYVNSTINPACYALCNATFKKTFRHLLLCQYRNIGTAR
CHRM5 antagonist – human M5 muscarinic receptor antagonists, primary screen, CHO cells, Fluo-8 calcium fluorescence. Muscarinic acetylcholine receptor M5 (Homo sapiens), P08912. CHO-hM5 cells, ACh EC80. inhibition, % at 3 µM. hit rate 0.59% among 360,000. AID 624040, 2012;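 active = inhibition above a per-plate cutoff, the mean of that plate's test compounds plus 3 SD, cut at about 27% in these data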;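 also: 0% = acetylcholine EC80 with DMSO and 100% = DMSO without agonist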
M5 ag – human M5 muscarinic receptor agonists, primary screen, CHO-K1 cells, Fluo-8 calcium fluorescence | CHO-K1 hM5 cells; 0% DMSO wells, 100% maximal acetylcholine response | activation, % at 3 µM | hit rate 0.19% among 360,000;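 active = activation above the run's mean over test compounds plus 3 SD, cut at about 23% in these data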;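 also: signal is peak over basal fluorescence ratio across the kinetic read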
M1 PAM – human M1 muscarinic receptor positive allosteric modulators, primary screen, CHO-K1 cells, Fluo-8 calcium fluorescence, 1536-well | Muscarinic acetylcholine receptor M1 (Homo sapiens), P11229 | CHO-K1 hM1, ACh EC20; 0% = ACh EC20, 100% = maximal ACh | activation, % at 3 µM | hit rate 0.088% among 360,000; in the data active = activation above about 19%, passing the limit was not always enough
CHRM5 PAM – human M5 muscarinic receptor positive allosteric modulators, primary screen, CHO-K1 cells, Fluo-8 calcium fluorescence; CHO-K1 hM5, ACh EC20 PAM; 0% = ACh EC20, 100% = ACh EC100; activation, % at 3 µM; hit rate 0.3% among 360,000; AID 624038, 2012;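 active = activation above the run cutoff, the mean activation of all test compounds plus 3 SD, cut at about 18% in these data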
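System: CHO-K1 hM5 cells. Reagent: acetylcholine, EC20 level. Compound dosing: single dose, 3 µM nominal final test concentration. Timing: Post-acetylcholine fluorescence recording 140 s. Detection: Fluo-8 calcium fluorescence. Read-out: % activation, ACh-normalized. Benchmarks: ACh EC20 and EC100 wells. Repeats: singlicate, one well per test compound.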
CHRM4 antagonist – human M4 muscarinic receptor antagonists, primary screen, CHO cells, Fluo-8 calcium fluorescence. Muscarinic acetylcholine receptor M4 (Homo sapiens), P08173. CHO-hM4 cells, ACh EC80. inhibition, % at 3 µM. hit rate 0.73% among 360,000;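 active = inhibition above its plate's cutoff, the mean inhibition of sample wells plus 3 SD, cut at about 27% in these data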;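 also: 0% = acetylcholine EC80 with DMSO and 100% = DMSO without agonist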
The depositor's hits bear a star; . = not tested or not shown; & = joins results of further samples. Some of the compounds tested, so the mix of outcomes need not match the whole.

SMILES,CHRM4 antagonist,CHRM4 agonist,M1 PAM,CHRM1 antagonist,M1 ag,TAAR1 agonist,CHRM5 PAM,CHRM5 antagonist,M5 ag
CS(=O)(=O)N(CC(=O)N1CCCCC1)c1cccc(F)c1,-3,1,8,0,-11,4,7,-12,-3
CC12CCC(C(=O)NCc3ccc4c(c3)OCO4)(OC1=O)C2(C)C (stereo not drawn),-1,1,-1,-8,-2,8,2,-9,-1
Cc1ccc(NC(=O)CS(=O)CC(=O)N(c2ccccc2F)C(C)C(=O)NC2CCCC2)cc1 (stereo not drawn),-18,0,15,-13,-3,-1,-3,-2,-3
CCOc1ccc2c(c1)c1nnc(SCC(=O)N3CCC(C)CC3)nc1n2C,-1,1,2,4,-5,11,-3,0,-1
COC(=O)c1ccccc1Nc1ccccc1,-4,0,7,-10,0,11,1,0,-6
COc1ccc(C2CC3(O)NC(=O)C(C#N)(C3C)C2(C#N)C#N)cc1 (stereo not drawn),3,1,11,-16,-1,15,0,9,-3
COc1ccc(NC(=S)Nn2cnnc2)cc1OC,-2,2,-1,4,-7,3,1,3,-2
CC(NC(=O)CSc1ccc(S(=O)(=O)N2CCOCC2)cn1)c1ccc(Cl)cc1Cl (stereo not drawn),0,3,-3,6,-4,18,-6,3,6
Cc1ccc2nc(-c3cccc(S(=O)(=O)N4CC(C)OC(C)C4)c3)cn2c1 (stereo not drawn),2,3,7,-8,-4,-3,0,2,-5
CCN(CCNC(=O)CC1Oc2ccccc2NC1=O)c1ccccc1 (stereo not drawn),-2,3,3,-15,-12,1,-7,4,-5
NCCNc1ccc([N+](=O)[O-])c(NC2CC2)c1,9,-1,-8,-4,-7,0,3,-4,-7
CC(C)(C)c1cc(C(=O)NCc2ccco2)ccn1,-1,0,3,-1,-5,19,2,2,1
COc1cccc(CNC(=O)CCl)c1,10,0,6,-4,-4,2,1,1,-1
Cc1nn(CC(=O)Nc2ccc(C(=O)N3CCCC3)cc2)c(=O)c2ccccc12,-8,-2,3,-4,2,17,39*,19,3
O=C(NCc1ccco1)C1CCCN(c2nnc(-n3cccc3)s2)C1 (stereo not drawn),2,1,7,-7,-2,0,-3,-1,-2
CCCCCCn1cc(CN2CC(N3CCN(CCO)CC3)CS2(=O)=O)nn1 (stereo not drawn),2,1,.,.,.,1,0,-6,2
Nc1nc(NCCN2CCOCC2)nc(NCc2ccccc2)c1[N+](=O)[O-],-6,4,5,-3,-4,12,-2,17,2
CC(=O)N1CCOc2ccc(S(=O)(=O)NCCc3cccc(C)c3)cc21,0,7,2,4,2,47*,-8,18,-1
O=C(NC1CCCCC1)C(c1ccco1)N(C(=O)C(F)(F)F)C1CC1 (stereo not drawn),-18,0,-1,3,-3,10,-10,5,-3
CCOC(=O)c1cnc2cc(F)c(F)cc2c1N1CCOCC1,-9,7,16,-16,-1,2,-5,14,-1
NC(COCc1ccccc1)c1csc(Nc2ncccn2)n1 (stereo not drawn),-2,1,-2,-7,-2,1,-3,0,0
COc1ccc(C(=O)N2CCCC(CCC(=O)NCc3ccc(F)c(F)c3)C2)o1 (stereo not drawn),-5,0,10,-5,-11,2,1,0,-3
COc1ccccc1-c1nn(Cc2ccccc2)cc1/C=C/C(=O)O,8,0,3,-6,-2,1,-2,6,-5
COc1ccc(NC(=O)CN(C)C(=O)c2cc(C3CC3)nn2-c2ccccc2)cc1,11,3,0,-7,-7,2,6,10,-1
COc1ccc(CCN2CC(C(=O)NCCc3ccc(F)cc3)CCC2=O)cc1 (stereo not drawn),2,1,4,6,-1,2,-4,25,-4
COc1cccc(NC(=O)CN(C)C(=O)CN2C(=O)NC3(CCCC3)C2=O)c1,2,0,6,-17,-1,2,-5,5,1
O=C(COc1cc(Cl)c(Cl)cc1Cl)Nc1ccncc1,4,7,-6,22,1,25,-11,1,4
O=C(NCc1ccccc1)C(c1cccc2ccccc12)n1c(=O)c(-c2cc3ccccc3[nH]2)nc2ccccc21 (stereo not drawn),12,2,.,.,.,1,1,3,0
COc1ccc(N2CCN(C(CNC(=O)CC(C)(C)C)c3ccc4c(c3)OCO4)CC2)cc1 (stereo not drawn),5,1,-38,31*,-13,0,-16,25,-10
COc1cc(OC)cc(C(=O)OCCCOC(=O)c2cc(OC)cc(OC)c2)c1,6,1,-2,-4,-2,-1,-1,3,0
COc1cccc(-c2nn(-c3ccc(C)cc3)cc2C(=O)N2CCc3cc(OC)c(OC)cc3C2)c1,13,15,-6,19,-3,7,-25,21,-3
CCOc1ccc(-n2c(SCC(=O)Nc3ccc4c(c3)OCCO4)nc3c(c2=O)SCC3)cc1,-2,0,7,6,-3,9,-2,13,-2
N#Cc1ccc(-c2nc3c(Cl)cc(C(F)(F)F)cn3c2Cc2ccsc2)cc1,2,0,.,.,.,0,-1,-2,-3
COc1ccc(S(=O)(=O)N(C)C[C@H]2Oc3ccc(NS(=O)(=O)c4cn(C)cn4)cc3C(=O)N([C@H](C)CO)C[C@@H]2C)cc1,0,0,-2,6,-3,2,0,-4,0
Cc1cccc(-c2noc(CCC(=O)NCCc3ccccc3)n2)c1,-11,7,0,0,-2,17,-8,9,2
COc1cccc(C(=O)Nc2ccc3c(cc2=O)[C@@H](NC(C)=O)CCc2cc(OC)c(OC)c(OC)c2-3)c1,-11,1,8,-5,-3,.,3,1,-1
COc1ccc(O)c(C(=O)c2cnc3c(c2)CN(C)C(=O)N3)c1,-1,2,11,-3,-10,3,-4,1,-5
CCOc1ccc(NS(=O)(=O)c2ccc(NS(=O)(=O)c3ccccc3)cc2)cc1,0,7,9,-3,3,33,3,-4,8
CC(C)(C)NC(=O)CSc1nc2cccnc2n1C1CCCCC1,-2,-3,9,-18,-6,2,6,4,-1
C(=N\N1CCN(C2c3ccccc3-c3ccccc32)CC1)/c1ccncc1,4,0,-5,7,-3,30,-3,14,3
COc1ccc2cnnc(SCC(=O)Nc3ccccc3)c2c1OC,2,1,-1,3,-2,1,0,-3,-2
CCOc1ccc(-c2cn3ccccc3n2)cc1[N+](=O)[O-],3,2,2,-6,-7,0,-11,8,-2
COc1ccc(-c2sc(Nc3cccc4ccccc34)n[n+]2C)c(C)c1C,12,2,6,-7,-4,7,8,-4,2
COc1ccccc1OCCSc1nnc(CNC(=O)c2ccco2)n1C,-3,3,15,-7,9,2,17,-8,1
O=C(NC1(C(F)(F)F)N=C2SCCN2C1=O)c1ccccc1 (stereo not drawn),2,0,-1,-1,-4,6,-2,1,0
O=C(COc1ccc2ccccc2c1)NNC(=O)c1ccc([N+](=O)[O-])cc1,-3,3,16,-11,-8,1,-5,-1,-2
CCOC(=O)c1c(-c2cccs2)csc1NC(=O)c1ccncc1,10,0,-1,9,-3,6,-5,8,0
CCOc1ccc(CNC(=S)N/N=C/c2ccc(OC)c(OC)c2)cc1,4,-2,-1,0,-8,3,-4,-5,-6
C=CCNC(=S)NNC(=O)c1ccc(OCC(C)C)cc1,-12,1,-1,-1,-6,.,2,-2,-3
Cc1ccccc1-c1noc(C23CC4CC(CC(C4)C2)C3)n1,-2,-1,6,-4,-4,10,3,-7,1
CCCc1cc(O)c2c(C)cc(=O)oc2c1,2,8,-8,-17,1,19,9,-9,6
N#Cc1cccc(NC(=O)CSc2n[nH]c(=O)[nH]c2=O)c1,-4,1,4,-14,-2,5,-1,13,0
Cc1ccc(C(=O)NC(=S)Nc2ccccc2C(F)(F)F)cc1,-4,0,-2,4,-4,3,-4,2,-4
COC(=O)c1cc(S(=O)(=O)NCC2CCN(Cc3cccc(F)c3)CC2)c[nH]1,-1,1,-3,1,-6,2,1,-3,-4
COc1ccc(Cn2cc(CN3CC(N4CCN(C5CCN(C)CC5)CC4)CS3(=O)=O)nn2)cc1 (stereo not drawn),-25,2,.,.,.,4,0,-3,-2
CCOCC(=O)Nc1ncc(S(=O)(=O)c2ccc([N+](=O)[O-])cc2)s1,-3,2,3,-3,2,10,12,2,6
CCCCOC(=O)c1cccc(NC(=O)CC)c1,-7,1,3,0,-2,6,-6,4,-4
Cc1ccc(S(=O)(=O)C[C@@H]2OC[C@H](C)N2S(=O)(=O)c2ccc(C)cc2)cc1,5,7,.,.,.,2,11,-13,-4
CCc1ccc(OC2(C)CCN(CCOc3ccc(C)cc3)C2)cc1 (stereo not drawn),3,2,3,-7,-4,15,-1,1,0
CSc1ncccc1C(=O)OCC(=O)Nc1ccc(S(=O)(=O)N2CCCC2)cc1,0,5,-1,4,-13,2,0,3,0

Next section
SMILES,CHRM4 antagonist,CHRM4 agonist,M1 PAM,CHRM1 antagonist,M1 ag,TAAR1 agonist,CHRM5 PAM,CHRM5 antagonist,M5 ag
O=C(O)CCC(=O)OCCc1cc2ccccc2c(=O)o1,-2,1,14,3,2,4,8,7,-1
Cc1nc2ccc(S(=O)(=O)NC(C(=O)NCc3ccco3)C(C)C)cc2s1 (stereo not drawn),-6,1,9,-14,-4,1,-1,2,0
Cc1ccc(N2C(=O)C3C4C=CC(CNC(=S)Nc5cccc(Cl)c5)(O4)C3C2=O)cc1 (stereo not drawn),8,4,-6,14,-5,8,-5,-1,0
CCCCN(Cc1cc2ccccc2[nH]c1=O)C(=O)c1ccccn1,3,1,11,-13,-4,12,1,0,-2
COc1ccc(C)cc1NC(=O)C1CCN(S(=O)(=O)c2ccc3c(c2)C(C)(C)C(=O)N3C)CC1,-8,0,4,-3,0,-2,-6,0,0
CCCCNC(=O)C1C(c2ccc(OC)cc2)=Nc2ccccc2N1C(=O)c1ccc2ncccc2c1 (stereo not drawn),-5,4,.,.,.,-1,1,5,-3
CCCc1ccc(OCC(O)CN2CCN(c3ccccc3)CC2)cc1 (stereo not drawn),-1&-4,2&1,-11&-9,15&-12,-5&-4,4&7,-3&3,15&-4,-7&-6
Cc1ccc(NC(=O)COC(=O)c2cc(Cl)ccc2[N+](=O)[O-])cc1,10,0,1,-4,-4,4,-2,4,-6
